Screening data as filed in PubChem BioAssay.
MC4R barr agon – agonists of human melanocortin 4 receptor (MC4R) beta-arrestin; U2OS MC4R beta-arrestin complementation, luminescence; percent of melanotan II response, DMSO zero; activation, % at 8.9 µM; P32245; 360,000 compounds, 0.98% hits;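 active means activation above a per-plate cutoff, the mean activation of sample wells on that plate plus 3 SD, cut at about 8% in these data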
Target sequence (P32245 whole entry, looked up): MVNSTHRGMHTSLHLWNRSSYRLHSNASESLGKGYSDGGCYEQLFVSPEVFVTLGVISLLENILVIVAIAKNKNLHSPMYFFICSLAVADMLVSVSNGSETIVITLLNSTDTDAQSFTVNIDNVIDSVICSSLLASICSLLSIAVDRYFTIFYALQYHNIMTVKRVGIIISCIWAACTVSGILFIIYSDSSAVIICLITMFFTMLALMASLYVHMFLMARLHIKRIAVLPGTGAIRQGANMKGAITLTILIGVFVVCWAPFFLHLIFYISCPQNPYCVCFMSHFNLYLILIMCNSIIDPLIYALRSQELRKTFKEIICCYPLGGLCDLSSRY
Exocytosis inh – blocks lytic granule exocytosis; TALL-104 LAMP-1 surface exposure, flow cytometry; cells stimulated with thapsigargin and PMA; inhibition, % at 10 µM; 360,000 compounds, 0.66% hits; AID 651702;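 active means inhibition above about 55%, limit read from the data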
ABCB6 inh MLPCN – blocks the human ABCB6 transporter; Q9NP58; 360,000 compounds, 0.19% hits; AID 602162; K562-ABCB6 porphyrin accumulation, flow cytometry, 1 h; active compounds read low; fluorescence ratio to DMSO, % at 10 µM;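 active means fluorescence ratio to DMSO below 75%, the collection mean minus 3 SD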;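 further: signal is porphyrin accumulated inside mitochondria; 100% equals median channel fluorescence of DMSO control wells; lower ratio means ABCB6 inhibition with less porphyrin fluorescence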
ABHD5-PLIN5 inh – blocks binding of human ABHD5 to perilipin-5; Q00G26+Q8WTS1; Split G. princeps luciferase complementation, luminescence, 4 h; inhibition, % at 4 µM; 360,000 compounds, 0.78% hits; AID 602281;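 active means inhibition above the mean inhibition across every tested compound plus 3 SD, cut at about 22% in these data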;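 further: 0% = DMSO only wells and the 100% control is not disclosed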
aDG glyco up – alpha-DG glycosylation activation | Pro5-aDG cells, alpha-DG glycosylation AlphaScreen (IIH6); 0% Pro5, 100% B10-LARGE cell signal | activation, % at 10 µM | 360,000 compounds, 0.22% hits;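 active means activation of at least 8% versus controls, or a plate z-score of at least 8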;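 further: Pro5 are CHO cells carrying HIG-tagged alpha-DG that lacks glycosylation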
iPSC survival up – enhancers of human iPSC single-cell survival. hiPSC single-cell survival, ATPlite luminescence; 100% = ROCK inhibitor wells, 0% = DMSO. survival enhancement, % at 20 µM. 360,000 compounds, 0.044% hits. AID 602274; in the data active means survival enhancement above about 18%;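 further: cells exposed to compounds for 16 hours before the ATP read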
Cardio protect – myocardial damage modulation in H9c2 cells; H9c2 cardiomyocytes, H2O2 injury protection, ATPLite, 2 h; protection from H2O2 cell death, % at 20 µM; 360,000 compounds, 0.63% hits; AID 588492;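 active means compounds giving at least 50% protection of heart cells from peroxide-induced death in the single-dose screen, raw or plate-pattern-corrected value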;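 further: 0% = DMSO wells with peroxide and 100% = DMSO wells without peroxide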
m5-HT2A agonist – mouse HTR2A agonism via beta-arrestin recruitment; 360,000 compounds, 0.66% hits; CHO-K1 mHTR2A beta-arrestin complementation, luminescence; percent of 30 µM serotonin response; activation, % at 7.6 µM; AID 624169; P35363;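 active means activation above a run cutoff, the mean activation of all tested compounds plus 3 SD, cut at about 14% in these data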;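 further: 0% = plate median of compound wells and 100% = 30 µM serotonin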
Target sequence (P35363 whole entry, looked up): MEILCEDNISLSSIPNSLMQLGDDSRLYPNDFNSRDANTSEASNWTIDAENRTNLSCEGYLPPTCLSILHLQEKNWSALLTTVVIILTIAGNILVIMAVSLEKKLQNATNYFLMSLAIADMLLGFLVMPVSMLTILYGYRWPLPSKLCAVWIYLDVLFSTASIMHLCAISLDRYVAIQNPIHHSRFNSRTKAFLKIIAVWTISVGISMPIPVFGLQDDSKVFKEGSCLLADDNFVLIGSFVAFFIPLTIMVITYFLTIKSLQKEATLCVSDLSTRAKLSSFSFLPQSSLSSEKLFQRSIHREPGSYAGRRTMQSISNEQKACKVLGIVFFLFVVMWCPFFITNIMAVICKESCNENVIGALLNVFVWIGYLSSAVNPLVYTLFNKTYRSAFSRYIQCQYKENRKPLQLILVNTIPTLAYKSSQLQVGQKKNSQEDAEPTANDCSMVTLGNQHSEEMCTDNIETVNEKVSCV
Glyco luc inh – N-linked glycosylation inhibition | D54 ERlucT glycosylation luciferase reporter, 24 h; percent of 100 nM tunicamycin response | reporter increase, % at 12.5 µM | 360,000 compounds, 0.23% hits | AID 588692;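 active means mean luciferase reporter signal, scaled so untreated is 0 and the glycosylation-blocking control 100, at or above a set limit in every replicate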;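 further: luciferase carries N-glycosylation sites so blocking glycosylation raises the light; 0% = median of neutral control wells and 100% = median of 100 nM tunicamycin wells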
MC4R antagonist – blocks human MC4R cAMP signaling; AID 540295; MC4R-expressing cells, MTII-stimulated cAMP, LANCE TR-FRET; P32245; 360,000 compounds, 0.48% hits; inhibition, % at 6.5 µM;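 active means inhibition above its plate's cutoff, the mean of tested wells on that plate plus 3 SD, cut at about 29% in these data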;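 further: 0% = Melanotan II alone and 100% = Melanotan II plus saturating MCL0020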
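Material: human MC4R-expressing U2OS cells. Probe or stimulus: Melanotan II challenge. Dosing: 6.5 µM single dose. Times: 30-min compound, 1-h challenge, 1-h detection, room temperature. Technique: TR-FRET with Eu-cAMP and labeled anti-cAMP, 671 nm. Replication: singlicate.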
Active calls of the source: *.

SMILES	MC4R barr agon	Exocytosis inh	ABCB6 inh MLPCN	ABHD5-PLIN5 inh	aDG glyco up	iPSC survival up	Cardio protect	m5-HT2A agonist	Glyco luc inh	MC4R antagonist
CN1CCN(S(=O)(=O)c2ccc(Sc3nnnn3-c3ccccc3)c([N+](=O)[O-])c2)CC1	-3.9	1.7	93.0	5.1	-0.4	-2.8	-10.5	6.7	-10.3	5.0
Cc1ccc(NC(=S)NCC(O)c2ccccc2)c(C)c1 (stereo not drawn)	1.8	-3.6	99.0	-11.3	0.0	-0.4	-5.5	6.0	-0.8	6.3
Cc1cccc(CNC(=O)Nc2nnc([C@H]3C[C@H](O)[C@@H](CO)O3)s2)c1	-1.5	-1.6	105.0	1.3	-0.3	-2.2	8.3	3.7	0.4	-0.4
Cc1ccc(-c2noc(CN(C(=O)C34CC5CC(CC(C5)C3)C4)C(C)C)n2)cc1	1.6	-1.9	107.0	1.2	-0.2	-0.6	-11.3	-0.8	1.7	3.4
N#Cc1c(SCC(=O)Nc2ccc(Cl)cc2Cl)sc2c(O)cc(=O)[nH]c12	-2.8	5.2	93.0	-0.6	0.4	-0.4	-3.4	-4.1	4.0	13.3
COc1ccccc1C(=O)Nc1sc2c(c1C(=O)NCc1ccco1)CCCC2	-2.2	-0.6	92.0	2.8	0.0	-0.1	-4.6	2.6	2.4	0.7
Cc1ccc2c(CC(=O)NCCc3ccc(S(N)(=O)=O)cc3)coc2c1	-0.6	-6.3	102.0	3.4	-0.1	-0.5	3.2	-6.9	-2.0	11.9
O=C(CC1Sc2ccccc2NC1=O)NNc1ccc(Cl)c(Cl)c1 (stereo not drawn)	-1.1	3.9	92.0	-6.1	-0.1	2.9	-2.2	-4.3	20.4	2.5
COc1ccc(-n2nc([N+](=O)[O-])c(=NCCCN3CCCC3=O)n2O)cc1	-1.4	2.8	98.0	-9.5	0.1	1.1	1.5	1.9	1.5	-8.2
Cc1ccsc1C(=O)OCc1nnc(-c2ccccc2)o1	-3.0	1.8	97.0	-4.3	0.0	0.0	-19.6	-4.5	-1.2	-0.5
O=C1[C@H]2[C@@H](c3ccc(F)cc3)N3C(=O)N(c4cccc(Cl)c4)C(=O)[C@@]3(Cc3ccc(Cl)cc3)[C@H]2C(=O)N1C1CCCCC1	3.8	8.6	100.0	9.0	1.0	-1.7	-5.9	3.1	2.5	5.0
Cc1cc(NC(=O)CSc2sc3c(O)cc(=O)[nH]c3c2C#N)ccc1Br	-1.5	5.7	101.0	4.0	-0.1	0.3	-5.3	1.5	0.9	8.2
COc1ccc(CNC(C)C23CC4CC(CC(C4)C2)C3)c(OC)c1OC (stereo not drawn)	1.1	30.8	101.0	4.9	0.3	-0.1	-4.6	-4.9	-1.6	0.8
CC1(C)OC(=O)C(=NNc2ccccc2[N+](=O)[O-])C(=O)O1	0.0	-7.6	103.0	-3.0	0.0	0.2	19.4	-0.9	2.6	12.7
CN(C[C@H](Cc1ccccc1)N(C[C@H](Cc1ccccc1)N(CCc1cc(C(F)(F)F)cc(C(F)(F)F)c1)N=O)N=O)N=O	-1.0	-4.3	100.0	-4.6	0.5	-2.0	-8.4	-15.0	-12.0	7.3
Cc1ccc(NCc2nnc(SCC(=O)Nc3ccccc3)n2CC2CCCO2)c(C)c1 (stereo not drawn)	2.0	-1.0	98.0	-4.0	0.0	-0.8	-0.6	-0.5	-0.2	-6.3
COc1ccc(NC(=O)c2ccc(OC)cc2)cc1	0.3	6.3	95.0	3.1	0.0	-3.2	-20.0	11.3	-8.5	-1.8
Cc1cc(C)c(OCC(O)CN2CCN(C(=O)c3ccccc3)CC2)c(C)c1 (stereo not drawn)	-1.6	-8.8	102.0	-5.5	0.0	0.0	-4.2	0.6	-0.4	0.6
O=S(=O)(NC1CC1)c1ccc(S(=O)(=O)N(Cc2ccccn2)C2CCCC2)cc1	-1.3	-3.1	103.0	1.2	0.2	-0.2	2.2	0.5	-1.4	10.1
CN(C)S(=O)(=O)c1cc(NC(=O)COC(=O)CCSc2ccc(Cl)cc2)ccc1Cl	0.6	2.4	97.0	-1.5	-0.4	0.0	-1.9	0.9	0.7	7.5
Cn1c(CNC(=O)c2ccco2)nnc1SCC(=O)c1ccc(Br)cc1	-1.9	1.2	99.0	0.6	-0.1	0.1	0.5	0.5	0.3	8.1
COc1ccc(C2CCCN2C(=O)Nc2ccccc2)cc1OC (stereo not drawn)	0.1	3.6	101.0	5.2	-0.2	0.1	-2.6	4.6	-0.6	4.6
COc1cc(N/N=C(\C)c2ccc(O)c(C)c2)nc(-c2ccccc2)n1	1.7	2.6	100.0	-6.1	0.1	-1.1	4.3	2.3	-8.8	2.8
CN(C)c1ccc(CNS(=O)(=O)c2ccc3c(c2)NC(=O)CS3)cc1	0.8	5.0	103.0	-3.5	0.3	-0.7	-12.1	0.2	0.5	-0.1
Cc1cccc(NC(=O)C(C)n2cc([N+](=O)[O-])cn2)n1 (stereo not drawn)	-1.8	-1.0	101.0	2.7	-0.1	-0.2	4.1	2.1	0.2	13.9
COc1cccc(C(=O)N2CCN(Cc3ccccc3C(F)(F)F)CC2)c1	3.9	3.5	109.0	11.9	1.0	-1.6	-8.4	3.3	-2.7	-2.1
CC1=C(C(=O)Nc2cccc(C(=O)N3CCC(C(N)=O)CC3)c2)SCCO1	0.5	-0.1	100.0	1.2	-0.1	-0.5	2.1	-3.7	1.1	1.1
Cc1ccc(NC(C(=O)c2ccccc2)c2ccccc2)cc1 (stereo not drawn)	0.4	14.3	101.0	0.0	0.1	-3.2	-4.6	-6.7	0.4	5.0
Nc1cccc2c(=O)[nH][nH]c(=O)c12	-0.7	-9.8	98.0	5.8	-0.3	0.8	15.6	-2.7	-0.7	-3.4
COc1ccc(Cl)cc1S(=O)(=O)Nc1cccc(C(=O)O)c1	-2.8	-0.6	91.0	0.1	-0.5	0.5	6.0	8.0	3.4	-7.3

Compound profiles (already shown).
O=S(=O)(NC1CC1)c1ccc(S(=O)(=O)N(Cc2ccccn2)C2CCCC2)cc1 is listed as MC4R barr agon: -1.3; Exocytosis inh: -3.1; ABCB6 inh MLPCN: 103.0; ABHD5-PLIN5 inh: 1.2; aDG glyco up: 0.2; iPSC survival up: -0.2; Cardio protect: 2.2; m5-HT2A agonist: 0.5; Glyco luc inh: -1.4; MC4R antagonist: 10.1
Cc1cccc(NC(=O)C(C)n2cc([N+](=O)[O-])cn2)n1 (stereo not drawn) is listed as MC4R barr agon: -1.8; Exocytosis inh: -1.0; ABCB6 inh MLPCN: 101.0; ABHD5-PLIN5 inh: 2.7; aDG glyco up: -0.1; iPSC survival up: -0.2; Cardio protect: 4.1; m5-HT2A agonist: 2.1; Glyco luc inh: 0.2; MC4R antagonist: 13.9
Cn1c(CNC(=O)c2ccco2)nnc1SCC(=O)c1ccc(Br)cc1 is listed as MC4R barr agon: -1.9; Exocytosis inh: 1.2; ABCB6 inh MLPCN: 99.0; ABHD5-PLIN5 inh: 0.6; aDG glyco up: -0.1; iPSC survival up: 0.1; Cardio protect: 0.5; m5-HT2A agonist: 0.5; Glyco luc inh: 0.3; MC4R antagonist: 8.1

The list goes on:
SMILES	MC4R barr agon	Exocytosis inh	ABCB6 inh MLPCN	ABHD5-PLIN5 inh	aDG glyco up	iPSC survival up	Cardio protect	m5-HT2A agonist	Glyco luc inh	MC4R antagonist
Cc1cccc(CCN2CCN=C2Nc2ccccc2)c1	-0.7	-6.1	85.0	4.0	0.2	0.4	4.8	-3.7	1.0	11.6
O=C(CC(Nc1ccc(F)cc1)C(=O)OCC(=O)c1cccs1)c1ccccc1 (stereo not drawn)	-3.4	21.0	98.0	7.8	0.1	-0.9	-12.4	-1.6	5.0	4.3
O=C1Cc2ccccc2Sc2cc(OCCCN3CCCCC3)ccc21	-0.7	4.5	96.0	7.5	0.6	-1.2	16.5	-5.0	-3.3	-3.6
CCOC(=O)C1=CN(Cc2cccc(F)c2)S(=O)(=O)NC1c1ccc(F)c(Cl)c1 (stereo not drawn)	6.0	0.8	99.0	-7.3	0.3	0.2	-8.6	1.1	0.2	0.6
NC(=S)N=Nc1c(O)n(Cc2ccc(Br)cc2)c2ccccc12	-1.5	4.3	97.0	4.6	0.8	-1.2	1.7	-4.4	6.3	-34.9
O=C(Nc1cccc(C(F)(F)F)c1)c1cccnc1N1CCOCC1	-0.3	1.3	104.0	0.1	-0.2	-1.3	4.5	-1.4	-1.0	-7.3
O=C(Cc1ccc(NC(=O)C2CCCN(C(=O)C3CCCC3)C2)cc1)Nc1cccc(C(=O)N2CCCC2)c1 (stereo not drawn)	-1.1	-1.7	99.0	5.2	0.5	-0.9	-5.5	9.0	2.3	-2.1
Fc1ccc(CN2CCSCC2)cc1F	0.7	1.3	103.0	7.0	0.0	0.6	2.6	2.0	0.6	12.9
O=C1COc2ccc(S(=O)(=O)Nc3ccc(F)cc3)cc2N1	-1.6	3.7	97.0	1.4	0.1	-0.4	-3.8	2.4	1.3	6.0
COC(=O)c1ccc(COc2ccc(C)c(C)c2)o1	0.3	-4.7	97.0	2.5	-0.1	0.6	-2.8	3.2	-1.6	-4.8
OC1(c2ccc3ccccc3c2)CCN(Cc2ccccc2)C1 (stereo not drawn)	2.3	2.8	100.0	5.8	2.2	-1.8	3.7	-2.0	-0.9	-1.7
CCOC(=O)Cc1csc(NC(=O)Cc2ccccc2)n1	-1.1	-0.9	96.0	-5.1	0.0	0.5	-3.9	4.1	1.4	-0.8
Cc1cc(C(=O)N2CCCC(N3CCN(c4ccc(F)cc4)CC3)C2)no1 (stereo not drawn)	-1.6	-1.7	102.0	-4.7	-0.4	0.1	1.8	-2.0	3.9	1.4
O=C(NC12CC3CC(CC(C3)C1)C2)c1ccco1	0.0	0.7	96.0	3.0	0.1	-0.2	4.5	1.2	0.8	10.0
O=C(Nc1ccccc1)C1=C[C@@H](c2ccc(Br)cc2)C[C@@H](OCc2ccc(CO)cc2)O1	-1.5	4.5	102.0	4.1	0.5	-2.1	-4.0	-6.2	0.1	4.0
O=C(COc1ccc2c(-c3ccccc3)cc(=O)oc2c1)N[C@@H](Cc1c[nH]c2ccc(O)cc12)C(=O)O	2.7	-4.9	104.0	2.7	0.0	-0.8	3.9	-3.2	50.1*	6.1
COc1ccc(O)c(-c2[nH]ncc2C(=O)c2cccc(C)c2)c1	-1.2	-16.1	96.0	-7.2	-0.1	-0.6	-2.9	0.3	-1.1	14.5
O=[N+]([O-])c1cccc(-c2ccc3nnc(SCc4ccccn4)n3n2)c1	2.8	3.6	92.0	-4.5	0.0	-0.5	-6.7	0.0	0.4	27.0

The order is random (roughly 4.5% active in at least one column).
